Pf growth 48h: P. falciparum growth inhibition at 48 hours (one generation); P. falciparum luciferase growth in erythrocytes, 48 h; Potency, µM (series often up to 28.7 µM), for the others: at the top dose activity change, negative = inhibition, actives largely listed as inhibitors; 310,000 compounds, 5.9% hits; also: potency is read from the fitted curve at half-maximal effect; % is scaled to controls: 0 for no effect and ±100 for the full control effect
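Parasite viability was followed by luminescence of a genomically integrated firefly luciferase. Cultures held 0.1% parasitemia at 2% hematocrit (final), incubated under 5% CO2 at 37 C.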
CHX counter: counter-screen hit for Shiga toxin inhibitors, cycloheximide. cell reporter, cycloheximide protein synthesis inhibition counterscreen. max response, %. 300,000 compounds, 12% hits. AID 2314; in the data active = max response mostly above about 13%, no sharp cut-off; inactive = mostly below about 14%; also: read at 38.3 µM for the half of the compounds with a filed dose; 0% is about no effect
HCV inh: HCV inhibition; Potency, µM (titrated, usually from 41.8 µM), for inactives: top-dose activity change, negative = inhibition, actives largely listed as inhibitors; AID 651820; Huh7.5.1 HCVcc-Cre infection, luciferase reporter, 44 h; 340,000 compounds, 3.4% hits; also: potency is read from the fitted curve at half-maximal effect; % is scaled to controls: 0 for no effect and ±100 for the full control effect
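Whole-lifecycle infectious HCVcc-Cre system; cells 1,000/well, compound then virus (~0.5 moi) added 4 h after plating, 44 h culture. Luciferase read 15 sec following 15 min substrate incubation, room temp.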
Pf growth 96h: P. falciparum growth inhibition at 96 hour, primary screen for plastid delayed-death inhibitors. P. falciparum luciferase reporter growth, 96 h. 320,000 compounds, 6.9% hits. Potency, µM (series often up to 28.7 µM), for inactives: at the top dose activity change, negative = inhibition, most hits filed as inhibitors; also: potency is read from the fitted curve at half-maximal effect; % is scaled to controls: 0 for no effect and ±100 for the full control effect
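Cell-based qHTS: luciferase-tagged P. falciparum in erythrocytes (2% hematocrit, 0.05% parasitemia final) incubated with compounds for 96 hours, 37 C, 5% CO2; luciferase detection reagent then added and luminescence measured.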
LmPK inhibitor: inhibitors of Leishmania mexicana pyruvate kinase; Q27686; purified LmPK, Kinase-Glo ATP luminescence, 1 h; Potency, µM (titrated, usually from 57.5 µM), for inactives: top-dose activity change, negative = inhibition, usual class: inhibitors; 290,000 compounds, 0.37% hits; also: potency is read from the fitted curve at half-maximal effect; % is scaled to controls: 0 for no effect and ±100 for the full control effect
Target sequence (Q27686 whole entry, looked up): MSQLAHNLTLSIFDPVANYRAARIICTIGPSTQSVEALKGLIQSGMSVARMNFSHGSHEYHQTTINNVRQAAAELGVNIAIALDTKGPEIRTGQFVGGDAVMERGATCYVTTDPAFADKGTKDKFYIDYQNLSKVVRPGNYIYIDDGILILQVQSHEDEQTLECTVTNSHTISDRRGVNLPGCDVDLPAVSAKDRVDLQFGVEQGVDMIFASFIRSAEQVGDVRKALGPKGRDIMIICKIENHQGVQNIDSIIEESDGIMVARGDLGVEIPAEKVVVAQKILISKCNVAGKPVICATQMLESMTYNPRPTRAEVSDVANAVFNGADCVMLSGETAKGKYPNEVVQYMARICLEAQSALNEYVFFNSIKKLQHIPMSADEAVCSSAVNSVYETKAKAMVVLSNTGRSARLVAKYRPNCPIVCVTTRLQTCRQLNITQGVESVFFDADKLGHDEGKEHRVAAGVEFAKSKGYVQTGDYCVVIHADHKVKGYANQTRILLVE
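qHTS format; LmPK 0.1 nM; substrates PEP 0.5 mM and ADP 0.1 mM. One-hour room-temperature incubation, then coupled luciferase luminescence; 0.5 nM enzyme wells mark activation.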
Tb PYK inh: inhibitors of Trypanosoma brucei pyruvate kinase. Q57TT1. TbPYK enzyme, Kinase-Glo Plus ATP luminescence, 45 min. Potency, µM (doses to about 76.8 µM), for inactives: at the top dose activity, negative = inhibition, usual class: inhibitors. 410,000 compounds, 0.12% hits; also: potency is read from the fitted curve at half-maximal effect; % is scaled to controls: 0 for no effect and ±100 for the full control effect; nearly all actives have a fitted effect of over 50% in size
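Luminescent Kinase-Glo Plus end-point after 45 min room-temperature reaction of T. brucei pyruvate kinase started with 130 uM ADP (final). Buffer TEA 50 mM pH 7.2 with KCl, MgCl2, BSA, Tween-20; titration-based qHTS with fitted concentration-effect curves.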
Shiga inhibitor: inhibitors of Shiga toxin in Vero cells; Vero cells, Shiga toxin protein synthesis inhibition reporter; inhibition, % at 38.7 µM; 290,000 compounds, 9.2% hits; AID 2315; in the data active = inhibition mostly above about 28%, no sharp cut-off; inactive = mostly below about 43%; also: 0% is about no effect
The depositor's hits bear a star; i = inactive; u = inconclusive; x = not tested or not shown; [ ] = remark or other dose. Unless noted, calls follow the shape of the dose curve; as a rule, active = well fitted curve in the direction sought with a large enough effect; inconclusive = small, poorly fitted or top-dose-only effect, or another doubt; inactive = no such curve, though single readings can be large; an effect the other way counts as inactive or inconclusive. No enrichment for hits; 24% or so of the library scored in one or more.

Sample of the layout:
#1 COc1ccc(OC)c(NC(=O)NC2CCCCCCC2)c1
#2 COc1ccc(C(=O)c2ccc(N3CCOCC3)c([N+](=O)[O-])c2)cc1
#3 CN1C2CCC1C(C(=O)O)C(OC(=O)c1ccccc1)C2 (configuration not stated)
Assay by compound,1,2,3
Pf growth 48h,-9%,10%,-1%
CHX counter,7,-2,x
HCV inh,-7%,u,-2%
Pf growth 96h,45%[activator],19%,6%
LmPK inhibitor,-1%,5%,x
Tb PYK inh,14%,-1%,1%
Shiga inhibitor,19,-3,x

Main list, previewed entries included:
#1 COc1ccc(OC)c(NC(=O)NC2CCCCCCC2)c1
#2 COc1ccc(C(=O)c2ccc(N3CCOCC3)c([N+](=O)[O-])c2)cc1
#3 CN1C2CCC1C(C(=O)O)C(OC(=O)c1ccccc1)C2 (configuration not stated)
#4 CC(=O)c1sccc1NC(=O)c1ccccc1C(=O)O
#5 O=C1CCCN1CCCNc1ncnc2c1cnn2-c1ccc(Cl)cc1
#6 O=C(Nc1ccc(N2CCOCC2)cc1N1CCOCC1)c1ccc([N+](=O)[O-])cc1
#7 COc1ccccc1OC(C)C(=O)Nc1ccc2c(c1)n(C)c(=O)n2C (configuration not stated)
#8 COc1ccccc1OCCCCN1CCC(C)CC1
Assay by compound,1,2,3,4,5,6,7,8
Pf growth 48h,-9%,10%,-1%,18%,85%[activator],1%,-5%,6%
CHX counter,7,-2,x,-2,28*,-1,-3,-3
HCV inh,-7%,u,-2%,25%,0%,-19%,-10%,-29%
Pf growth 96h,45%[activator],19%,6%,46%[activator],27%,u,14%,18%
LmPK inhibitor,-1%,5%,x,-2%,0%,4%,-5%,0%
Tb PYK inh,14%,-1%,1%,0%,2%,0%,5%,4%
Shiga inhibitor,19,-3,x,-1,29*,-2,-5,-9

#9 CCOC(=O)Cn1c(=N)n(Cc2ccccc2)c2ccccc21
#10 Cc1cc(NC(=O)COc2coc(CN3CCN(c4ccccc4)CC3)cc2=O)no1
#11 Cc1nc(Cc2nnc(SCC(=O)N3CCN(c4ccc(O)cc4)CC3)o2)cs1
#12 O=C(CN1CCCC1)Nc1ccccc1Sc1ccccc1
#13 CCOc1ccc(NC2=NCC(=O)N2CCc2ccccc2)cc1
#14 CCCC(c1nnnn1Cc1ccco1)N1CCN(c2ccccc2)CC1 (configuration not stated)
#15 Cc1c(C(=O)OCC(=O)N(CCC#N)c2ccccc2)oc2c1ccc1ccccc12
#16 CCOC(=O)/C=C1\SCC(=O)N1CC(=O)c1ccc[nH]1
Assay by compound,9,10,11,12,13,14,15,16
Pf growth 48h,-2%,u,u,-19%,u,u,u,-4%
CHX counter,-1,x,x,6,-1,0,-1,-8
HCV inh,-9%,23%,12%,2%,-9%,4%,8.9µM*,7%
Pf growth 96h,16%,u,u,20%,0%,20%,x,34%[activator]
LmPK inhibitor,5%,x,x,0%[11.5 µM],0%,2%,-1%,4%
Tb PYK inh,-5%,3%,u,-4%,0%,-7%,0%,1%
Shiga inhibitor,-16,x,x,-14,20,18,-8,-5

Among those listed so far, 5 contain four or more nitrogen atoms.
#5 O=C1CCCN1CCCNc1ncnc2c1cnn2-c1ccc(Cl)cc1
#6 O=C(Nc1ccc(N2CCOCC2)cc1N1CCOCC1)c1ccc([N+](=O)[O-])cc1
#10 Cc1cc(NC(=O)COc2coc(CN3CCN(c4ccccc4)CC3)cc2=O)no1
#11 Cc1nc(Cc2nnc(SCC(=O)N3CCN(c4ccc(O)cc4)CC3)o2)cs1
#14 CCCC(c1nnnn1Cc1ccco1)N1CCN(c2ccccc2)CC1 (configuration not stated)
Assay by compound,5,6,10,11,14
Pf growth 48h,85%[activator],1%,u,u,u
CHX counter,28*,-1,x,x,0
HCV inh,0%,-19%,23%,12%,4%
Pf growth 96h,27%,u,u,u,20%
LmPK inhibitor,0%,4%,x,x,2%
Tb PYK inh,2%,0%,3%,u,-7%
Shiga inhibitor,29*,-2,x,x,18

(continued)
#17 CCC(C(=O)NCCc1ccccc1OC)n1nc(C)c2c(C)n(-c3ccccc3)nc2c1=O (configuration not stated)
#18 O=C(Cc1cccs1)N1CCN=C1SCc1ccc(Br)cc1
#19 Nc1cc2c(cc1[N+](=O)[O-])OCO2
#20 Cc1nn(-c2ccccc2)cc1C(c1c(N)[nH]c(=S)[nH]c1=O)c1c(N)[nH]c(=S)[nH]c1=O
#21 Cc1cc(OCC(=O)Nc2cc(-c3nn4c(C)nnc4s3)ccc2C)ccc1Cl
#22 COc1ccccc1CNC(=O)c1ccc(N2CCOCC2)c([N+](=O)[O-])c1
#23 CCN(CC)c1ccc(/C=N/N=C(c2ccccc2)c2ccccc2)c(O)c1
#24 Cc1c(CCC(=O)N[C@@H](C)C(=O)O)c(=O)oc2cc3oc4c(c3cc12)CCCC4
Assay by compound,17,18,19,20,21,22,23,24
Pf growth 48h,-17%,u,0%,42%[activator],x,12%,u,-3%
CHX counter,-2,5,1,1,-2,11,-2,12
HCV inh,u,-14%,16%,10%,-3%,u,u,11%
Pf growth 96h,12µM*,20%,1%,43%[activator],u,u,u,11%
LmPK inhibitor,2%,8%,-4%,4%,3%,-3%,2%,-2%
Tb PYK inh,0%,-8%,-2%,-10%,-3%,-1%,-13%,1%
Shiga inhibitor,2,-5,3,4,-1,9,18,15

#25 O=C(Nc1nnc(CCN2CCCCC2)s1)c1cccc(Cl)c1
#26 COc1ccc(NC(=O)CCC2CCCCC2)cc1S(=O)(=O)N1CCCCC1
#27 CCCCn1c(-c2ccncc2)nc2c1c(=O)[nH]c(=O)n2CC(C)C
#28 Cc1ccc(S(=O)(=O)c2c(N)n(NC(=O)C3CC3)c3nc4ccccc4nc23)cc1
#29 Cc1ccc(CNC(=O)C(C)OC(=O)c2ccco2)cc1 (configuration not stated)
#30 COc1ccc(N(CC(=O)Nc2c(C)n(C)n(-c3ccccc3)c2=O)S(=O)(=O)c2ccc(C)cc2)cc1OC
#31 COc1ccc(C2=NO[C@@H]3[C@@H]4C[C@@H]([C@H]5C(=O)N(C)C(=O)[C@@H]45)[C@H]23)cc1
#32 Cc1ccc(S(=O)(=O)N2CCCCC2)cc1NS(=O)(=O)c1cccc(C(=O)O)c1
Assay by compound,25,26,27,28,29,30,31,32
Pf growth 48h,41%[activator],u,u,-14%,-1%,-11%,16%,-1%
CHX counter,9,8,-3,2,-1,1,-1,-4
HCV inh,6%,u,0%,11%,x,5%,12%,6%
Pf growth 96h,30%,u,u,166%[activator],u,26%,3%,1%
LmPK inhibitor,2%,3%,-1%,5%,3%,4%,-5%,0%
Tb PYK inh,-7%,-10%,5%,-6%,-1%,4%,0%,-11%
Shiga inhibitor,17,1,9,13,-3,-5,-7,7

#33 O=C(C1CCN(S(=O)(=O)c2ccc(Cl)cc2)CC1)N1CCC1
#34 COc1ccc(C(=O)OCc2cc(=O)n3c(C)csc3n2)cc1F
#35 C=C(C)CNC(=S)N/N=C\c1ccc2c(c1)OCO2
#36 CCOc1ccc(C2c3[nH]c4ccccc4c3C[C@H]3C(=O)N(C4CC4)CC(=O)N23)cc1OC (some centres not stated)
#37 CCN(C(=O)COC(=O)c1ccccc1NCCO)C1CCS(=O)(=O)C1 (configuration not stated)
#38 O=C(CCN1C(=O)c2ccccc2S1(=O)=O)N1CCN(c2ccc(F)cc2)CC1
#39 CNC(=S)N1CCN(c2ccc([N+](=O)[O-])cc2)CC1
#40 COc1ccc(/C=C2\SC(=O)NC2=S)cc1OC
Assay by compound,33,34,35,36,37,38,39,40
Pf growth 48h,u,342%[activator],75%[activator],9%[0.00184 µM],-17%,-1%,u,-2%
CHX counter,x,x,-3,-4,x,x,2,8
HCV inh,9%,u,-28%,-3%,6%,4%,-5%,u
Pf growth 96h,u,272%[activator],x,u,16%,10%,13µM*,-9%
LmPK inhibitor,x,x,-4%,-1%,x,x,-3%,-3%
Tb PYK inh,2%,-8%,4%,-8%,6%,-2%,-5%,-8%
Shiga inhibitor,x,x,-6,-1,x,x,-20,31

A different layout for some results above:
# | SMILES | Pf growth 48h | CHX counter | HCV inh | Pf growth 96h | LmPK inhibitor | Tb PYK inh | Shiga inhibitor
36 | CCOc1ccc(C2c3[nH]c4ccccc4c3C[C@H]3C(=O)N(C4CC4)CC(=O)N23)cc1OC (some centres not stated) | 9%[0.00184 µM] | -4 | -3% | u | -1% | -8% | -1
37 | CCN(C(=O)COC(=O)c1ccccc1NCCO)C1CCS(=O)(=O)C1 (configuration not stated) | -17% | x | 6% | 16% | x | 6% | x

(continued)
#41 Cc1ccnc(NC(=O)Nc2cccc(F)c2)n1
#42 Cc1nc2ccc(F)cc2cc1C(=O)NCC1CCCO1 (configuration not stated)
#43 Cc1cc(Nc2nnnn2-c2ccccc2)n(-c2ccccc2)n1
#44 CC(C)(C)NS(=O)(=O)c1ccc(CCC(=O)NCc2ccco2)cc1
#45 COc1cc(=O)[nH]c(=O)n1C(=O)Cc1ccccc1
#46 CCC(CC)N1CCN(Cc2nc3ccc([N+](=O)[O-])cc3c(=O)n2-c2ccccc2F)CC1
#47 O=C(NCCc1ccccc1)c1ccccc1[N+](=O)[O-]
#48 COC(=O)Nc1ccc2c(c1)N(C(=O)CCN(C)C)c1ccccc1CC2
Assay by compound,41,42,43,44,45,46,47,48
Pf growth 48h,476%[activator],u,32%[activator],-28%,4%,x,43%[activator],-6%
CHX counter,28*,-2,-2,2,-5,-4,22*,-1
HCV inh,16%,17%,4%,9%,5%,10%,-1%,-13%
Pf growth 96h,i,6.6µM*,9.3µM*,12µM*,-4%[5.75 µM],-11%,u,7.4µM*
LmPK inhibitor,-27%,1%,0%,4%,1%,-3%,-15%,0%
Tb PYK inh,3%,7%,-1%,-6%,u,-2%,-3%,6%
Shiga inhibitor,79*,-2,-17,-7,-17,-8,44*,0

#49 COC(=O)c1ccc(CNC(=O)COC(=O)Cc2ccsc2)cc1
#50 CCC(=O)N(CC)C1=C(O)c2ccccc2C(=O)C1=O
#51 COc1ccc(OC)c(NC(=O)Nc2ccc3c(c2)CCC3)c1
#52 O=C(c1ccc(S(=O)(=O)N2CCCC2)cc1)N1CCCCCC1
#53 Cc1ccccc1OCC(=O)OCC(=O)Nc1cc(C(F)(F)F)ccc1N1CCOCC1
#54 Cc1ccc(NC(=O)COC(=O)CCC(=O)c2cccs2)c(C)c1
#55 O=C(CCC(=O)c1ccc(F)cc1)Nc1cc(Cl)cc(Cl)c1
#56 COc1ccc(/C=C/C(=O)NC(=S)N2CCSCC2)cc1
Assay by compound,49,50,51,52,53,54,55,56
Pf growth 48h,-6%,-7%,-10%,u,7%,0%,41%[activator],8%
CHX counter,11,1,19*,1,-5,-4,6,37*
HCV inh,5%,u,u,8%,-2%,7%,3%,-5%
Pf growth 96h,10%,0%,-22%,-3%,-28%,-1%,40%[activator],247%[activator]
LmPK inhibitor,1%,25µM*,-9%,-1%,0%,12%,2%,-9%
Tb PYK inh,4%,u,-3%,0%,1%,2%,3%,-3%
Shiga inhibitor,10,-9,28*,2,-4,21,13,49

Assay outcomes as filed in PubChem BioAssay.
